ST2 inh: inhibitors of human ST2 (IL1RL1) binding to IL-33, primary screen, biochemical, AlphaLISA | actives 2.3% (n = 78,000) | Interleukin-1 receptor-like 1 (Homo sapiens), Q01638 | AlphaLISA ST2-Fc/biotin-IL-33 interaction, 1 h | AID 1259354, 2018 | inhibition, % for hits at 17 µM; in the data active means inhibition above about 30%; inconclusive means mostly about 10% to 28%
Target sequence (Q01638 whole entry, looked up): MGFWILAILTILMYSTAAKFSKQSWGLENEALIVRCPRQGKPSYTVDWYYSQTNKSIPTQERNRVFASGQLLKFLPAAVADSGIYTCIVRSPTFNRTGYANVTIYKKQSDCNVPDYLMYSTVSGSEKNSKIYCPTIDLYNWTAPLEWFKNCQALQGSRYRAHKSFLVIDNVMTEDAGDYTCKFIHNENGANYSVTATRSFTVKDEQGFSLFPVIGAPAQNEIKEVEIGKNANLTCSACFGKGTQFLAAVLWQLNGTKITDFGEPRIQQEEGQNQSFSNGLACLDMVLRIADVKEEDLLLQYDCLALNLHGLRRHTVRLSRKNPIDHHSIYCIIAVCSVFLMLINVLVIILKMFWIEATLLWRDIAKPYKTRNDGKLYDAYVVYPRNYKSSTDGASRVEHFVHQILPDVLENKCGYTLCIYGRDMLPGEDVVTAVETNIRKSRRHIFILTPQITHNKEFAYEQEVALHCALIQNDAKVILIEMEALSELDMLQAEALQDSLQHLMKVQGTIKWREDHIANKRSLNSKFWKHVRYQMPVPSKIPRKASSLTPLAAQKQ
Active calls of the source: *; i = inactive; u = inconclusive. This is a subset; count on the stated rates, not on these rows.

SMILES	ST2 inh
Cc1ccc(-c2csc(/C(C#N)=C\c3ccc(C)o3)n2)cc1	51%*
CCn1c(=O)ccc2cc(OC)ccc21	31%*
Cc1ccc(NC(=O)Nc2nnc(SCCOc3ccccc3)s2)cc1	i
CCCn1cnc2cc(NCc3cc(OC)c(OC)c(OC)c3)ccc21	i
C=CCSc1nnc2c(n1)OC(c1cc(OC)c(OC)c(OC)c1)Nc1ccccc1-2 (stereo not given)	i
O=C(c1ccco1)N1CCN(C(=O)C2CCN(S(=O)(=O)c3cccs3)CC2)CC1	i
CSC1=NCCN1C(=O)C12CC3CC(CC(C3)C1)C2	i
O=S(=O)(Nc1ccc(Cl)cc1)c1cccc2nsnc12	u
CCC(=O)Nc1ccc(C(=O)Nc2ccccc2OC)cc1	i
CCC(=O)Nc1nonc1-c1nc2ccccc2n1Cc1ccc(F)cc1Cl	i
CC(C)Oc1cccc(-c2ccc3nc(CO)[nH]c3c2)c1	u
COc1ccc(CN2CCN(Cc3cc(OC)c(OC)cc3OC)CC2)cc1	i
CCN(Cc1ccncc1)C(=O)C(c1cccc(C)c1)N(C)C (stereo not given)	i
c1ccc2c(c1)CCC(N1CCN(Cc3cc4n(n3)CCNC4)CC1)C2 (stereo not given)	i
Cc1cccc(C(C)(C)C)c1OCCn1ccnc1	i
Cc1cc(C)cc(OCC(O)CN2CCCCC2)c1 (stereo not given)	i
COc1ccccc1NC(=O)CC1Nc2ccccc2NC1=O (stereo not given)	u
CN(C)C(=O)c1ccc(N2CCC(NCCN3CCCC(c4ccccc4)C3)CC2)cc1 (stereo not given)	u
CCOc1ccc(NC(=O)c2c(-c3ccccc3)noc2C)c([N+](=O)[O-])c1	38%*
CC(Sc1oc(-c2ccco2)nc1S(=O)(=O)c1ccccc1)c1ccccc1 (stereo not given)	i
COc1cc(C=O)cc(C=O)c1O	i
CN(CCN1CCCCC1=O)Cc1cc2n(n1)CCNC2	i
C=CCc1ccccc1OCCCCN1CCN(C)CC1	i
CC1(C)CC(=O)C2=C(C1)N(c1ccc(S(N)(=O)=O)cc1)C(N)=C(C#N)C2c1ccco1 (stereo not given)	i
Clc1ccc(OCCn2ccnc2)c(Br)c1	i
COc1ccc(-n2c(SC)nc3sc4c(c3c2=O)CC(C)(C)OC4)cc1	i
Cc1ccc(N2CCCS2(=O)=O)cc1NC(=O)c1cccc(Br)c1	u
OCC1(CCOc2ccccc2)CCCN(c2nnnn2-c2ccccc2)C1 (stereo not given)	i
COc1ccccc1CNC(=O)C1CCCN1S(=O)(=O)c1cc2c(cc1C)NC(=O)CO2 (stereo not given)	u
CCC(C)Nc1ncnc2c1cnn2-c1ccc(OC)cc1 (stereo not given)	u
C=CCOc1ccc(C(O)=C2C(=O)C(=O)N(CCCn3ccnc3)C2c2ccco2)cc1 (stereo not given)	i
CCC1CN(C(=O)c2ccc(-c3cccc(CO)c3)nc2)CCN1C(C)C (stereo not given)	i
COc1ccc(CC(=O)Nc2ccccc2C(=O)Nc2ccc(C(=O)O)cc2)cc1	i
Brc1ccc(-c2ncnn2-c2ccc(Br)nc2)cc1	i
CCN(C(=O)c1csc(SC)n1)C(C)CO (stereo not given)	u
Cc1cc(C)c(CN2CCOC(CN)C2)c(-n2cccn2)c1 (stereo not given)	i
C=CCOc1nc2c(c(=O)n(C)c(=O)n2C)n1Cc1cccc(Cl)c1	u
CCOC(=O)C1C(=O)C=C(c2ccc(OC)c(OC)c2)CC1c1ccc(OC)cc1 (stereo not given)	u
Cc1cccc(CN2CCCN(CC(=O)Nc3cccc(Br)c3)S2(=O)=O)c1	i
OCCCNc1nnc(-c2ccccc2)c2ccccc12	u
CC(C)Cc1nc(CS(C)(=O)=O)n(-c2ccc3c(c2)OCCO3)n1	u
CN(CC1CCCNC1)C(=O)c1ccc(CSc2ccccn2)cc1 (stereo not given)	u
CC1=C(C(=O)OCc2ccc3c(c2)OCO3)C(c2cccc3ccccc23)NC(=O)N1 (stereo not given)	i
CC(C)c1nc(CS(C)(=O)=O)n(-c2cccc3cccnc23)n1	u
O=C(CCNCC1(c2cccc(F)c2)CCOCC1)Nc1cccnc1	i
O=C(O)c1ccc(N2C(=O)CC(N3CCN(Cc4ccccc4)CC3)C2=O)cc1 (stereo not given)	i
CCCc1nnc(NC(=O)c2ccccc2OCC)s1	i
CC1(C)Cc2cc(CN3CCN(c4cncc(C(N)=O)n4)CC3)ccc2O1	u
COc1ccc(S(=O)(=O)N2CCc3ccccc3C2)cc1OC	i
O=C(Cc1ccc(Cl)cc1)N1CCN=C1SCc1ccccc1F	i
CC(C)NC(=O)CC[C@@H]1CNC(=O)[C@@H]2C[C@H](NC(=S)Nc3ccc(N4CCOCC4)nc3)CN12	i
COc1ccc(NC(=O)c2sc3cc(C)ccc3c2Cl)c(OC)c1	i
O=C(Nc1ccccc1Br)C(=O)N1CCCC1	i
NC(=O)CN(Cc1ccc(Br)cc1)S(=O)(=O)c1ccc(Cl)cc1	i
COC(=O)Nc1nc2ccc(S(=O)(=O)O)cc2[nH]1	i
O=C(Nc1ccnn1C1CCN(Cc2cccn2-c2nccs2)CC1)c1cccnc1	u
CC(=O)Nc1ccc(CNC(=O)CN2CCC[C@H]2CN2CCCC2)cc1	u
Cc1ccc(C)c(N2CCN(CC3CC4C=CC3C4)CC2)c1 (stereo not given)	u
Cc1cc(Br)ccc1NC(=O)C(NS(=O)(=O)c1cccs1)c1ccccc1 (stereo not given)	u
CCSc1nc2c(c(=O)[nH]1)C(c1cc(OC)c(OC)c(OC)c1)C1=C(CCCC1=O)N2 (stereo not given)	i

Gathered by group: the entries above containing a furan ring, fused or not (5)
SMILES	ST2 inh
Cc1ccc(-c2csc(/C(C#N)=C\c3ccc(C)o3)n2)cc1	51%*
O=C(c1ccco1)N1CCN(C(=O)C2CCN(S(=O)(=O)c3cccs3)CC2)CC1	i
CC(Sc1oc(-c2ccco2)nc1S(=O)(=O)c1ccccc1)c1ccccc1 (stereo not given)	i
CC1(C)CC(=O)C2=C(C1)N(c1ccc(S(N)(=O)=O)cc1)C(N)=C(C#N)C2c1ccco1 (stereo not given)	i
C=CCOc1ccc(C(O)=C2C(=O)C(=O)N(CCCn3ccnc3)C2c2ccco2)cc1 (stereo not given)	i

The listing continues:
SMILES	ST2 inh
CN(C1CCCCC1)S(=O)(=O)c1ccc(N)cc1	i
CC(C)CN1CCCC(CNC(=O)c2cc(=O)c3ccccc3o2)C1 (stereo not given)	i
Cc1ccc(-n2nc(C)c([C@H]3C=C[C@@H](O)C3)c2C)cc1Cl	u
COc1ccc(C(=O)N2Cc3[nH]cnc3C[C@H]2c2nc(-c3ccc(OC)cc3)no2)cc1	i
NCCn1cc(C(=O)N2CCCC(CCc3ccc(F)cc3)C2)nn1 (stereo not given)	u
CCOc1ccc(CNC(=O)C2CCCN2S(=O)(=O)c2ccc3c(c2)CCCC(=O)N3)cc1 (stereo not given)	i
Cc1cc(C)n(C(=O)CNC(=O)c2cccs2)n1	i
COc1ccc(OC)c(S(=O)(=O)N2c3cc(F)ccc3CCC2C)c1 (stereo not given)	i
CCOc1ccc(C(=O)N2CCN=C2SCc2cccnc2)cc1	u
CC1CC(C)CN(CCCNC(=O)Cc2c(C(=O)O)[nH]c3ccc(Cl)cc23)C1 (stereo not given)	i
O=Cc1ccccc1OCc1ccc(C(=O)O)cc1	i
CCCCN(CC)C(=O)c1cccc(I)c1	i
O=C1C(Nc2ccc(O)cc2)=CC(=NS(=O)(=O)c2cccs2)c2ccccc21	88%*
O=C(O)c1cccc(N=C2NC(=O)C(CO)(CO)S2)c1	i
COCCC(=O)NC1CCCN(CCc2ccccc2)C1 (stereo not given)	i
CC1(C(=O)NC2CCCC2)CCC(=O)N1Cc1ccccc1Cl (stereo not given)	i
CCc1ccc(C2CC(c3c(F)cccc3Cl)n3ncnc3N2)cc1 (stereo not given)	i
COc1ccccc1-n1cc(C(=O)NCCc2n[nH]c3c2CCCC3)cn1	i
CC(C)Cn1cc(C(=O)N2CCN(c3cccc(Cl)c3)CC2)c2c3ccccc3n(C)c2c1=O	i
CCCCOCC(O)Cn1c(CO)nc2ccccc21 (stereo not given)	u
CCOc1c(Nc2ccc(Br)cc2F)c(=O)c1=O	i
O=C(O)CN1CC2([N+](=O)[O-])CC=C(Br)C([N+](=O)[O-])(C1)C2 (stereo not given)	i
CC(=O)Nc1ccc(S(=O)(=O)Nc2ccc3n(c2=O)C[C@H]2C[C@@H]3CN(C(=O)c3ccccc3)C2)cc1	i
COc1cc(CN2CCC(CCC(=O)N3CCOCC3)CC2)cc(Cl)c1OC	i
CN(c1ccccc1)c1ncnc(N)c1[N+](=O)[O-]	i
Cc1ccc(NC(=O)c2ccccc2Br)cc1	i
Cc1cc([N+](=O)[O-])nn1CCCC(=O)Nc1cc(Cl)ccc1O	i
COc1cc(NC(=O)C(Cl)(Cl)Cl)ccc1NC(=O)c1cc2ccccc2o1	i
Cc1nn(C)cc1CNC(=O)NC1CCCCC1	i
O=C(Nc1ccc2oc(-c3ccncc3)nc2c1)C1CCCCC1	i
C/C(=C\c1ccccc1)c1nc2ccc([N+](=O)[O-])cc2[nH]1	i
O=C(Nc1ccc(F)c(F)c1)c1cnccn1	i
O=S(=O)(c1ccc(Cl)cc1)c1nc(/C=C/c2ccccc2)oc1N1CCOCC1	31%*
CC(C)CN(CCC(=O)O)CC(C)C	i
O=C(Cc1ccc(-n2c(=O)[nH]c3ccsc3c2=O)cc1)N1CCC(N2CCCCC2)CC1	i
CC(=O)OC/C(=C/C(=O)O)CC[C@@H]1C(CO)=CC[C@@H]2C(C)(C)CCC[C@@]12C	u
O=C(CC1COCCN1)N1CC=C(c2ccc(F)cc2)CC1 (stereo not given)	u
Nc1nc(N)nc(-c2ccc([N+](=O)[O-])cc2)n1	i
COc1ccc(N2CCN(Cc3nc4c(c(=O)[nH]c(=O)n4C)n3CC(C)C)CC2)cc1	i
CC1(C)C2CC=C(COC3OC(COC4OCC(O)(CO)C4O)C(O)C(O)C3O)C1C2 (stereo not given)	u
CCN(CC)CCNC(=O)c1cc2cc(NC(C)=O)ccc2[nH]1	u
CCOc1ccc(-c2cc(C(=O)NCc3ccccn3)c3ccccc3n2)cc1	i
O=c1c(Oc2ccccc2)c(C(F)(F)F)oc2c(O)c(O)ccc12	i
O=C(COc1ccc(Cl)cc1)NCCSc1c[nH]c2ccccc12	i
O=C1C(=O)N(CCCn2ccnc2)C(c2cccc(Br)c2)C1=C(O)c1ccccc1 (stereo not given)	i
COc1ccc2c(c1)CCc1c(C(=O)Nc3ccc4c(c3)OCO4)noc1-2	i
Cc1cc(-c2cc(N)nc3[nH]ccc23)cnc1N	i
CC(=O)NS(=O)(=O)c1ccc(NC(=O)CCCOc2ccccc2)cc1	i
CC1=C(C(=O)OCC2CCCO2)C(c2ccccc2Br)NC(=O)N1 (stereo not given)	i
COc1cc2oc(-c3ccccc3)cc(=O)c2c(O)c1OC	i
CC1CN(C(=O)Cn2cnc3c2c(=O)n(C)c(=O)n3C)CC(C)O1 (stereo not given)	95%*
CCOc1ccccc1N(C)C(=O)c1c[nH]c(=O)c2ccccc12	i
O=C(Nc1ccc(Cl)cn1)C1(c2ccccc2)CC1(Cl)Cl (stereo not given)	u
CCCOc1ccc2oc(=O)c3c(c2c1)CCCN3C(=O)CN1CCN(CC)CC1	i
CCn1ccnc1CN(C)C(C)C(=O)N(C)C (stereo not given)	i
O=C(NCCCc1ccccc1)C1CCC(CNS(=O)(=O)c2cccc3nsnc23)CC1 (stereo not given)	i
CCOc1ccccc1C1C(C(=O)Nc2ccc(C)cc2C)=C(C)Nc2ncnn21 (stereo not given)	i
NC1CCCN(S(=O)(=O)c2ccc3c(c2)NC(=O)CCS3)CC1 (stereo not given)	i
Cc1cc(NS(=O)(=O)c2ccc(NC(=O)C3CC3)cc2)no1	i
Cc1c(NC(=O)c2c(O)c3ccccc3n(C)c2=O)c(=O)n(-c2ccccc2)n1C	i

Six structures out of the list, sorted by count of non-hydrogen atoms, falling.
SMILES	ST2 inh
CCOc1ccccc1C1C(C(=O)Nc2ccc(C)cc2C)=C(C)Nc2ncnn21 (stereo not given)	i
COc1ccc2c(c1)CCc1c(C(=O)Nc3ccc4c(c3)OCO4)noc1-2	i
NC1CCCN(S(=O)(=O)c2ccc3c(c2)NC(=O)CCS3)CC1 (stereo not given)	i
Cc1cc(NS(=O)(=O)c2ccc(NC(=O)C3CC3)cc2)no1	i
O=C(Nc1ccc(Cl)cn1)C1(c2ccccc2)CC1(Cl)Cl (stereo not given)	u
CCn1ccnc1CN(C)C(C)C(=O)N(C)C (stereo not given)	i

Going on with the list:
SMILES	ST2 inh
Nc1nnc(CCS(=O)(=O)c2ccc(Br)cc2)s1	u
O=C(c1ccc(NC2CCC(O)CC2)nc1)N1CCC(CCn2cccn2)CC1 (stereo not given)	u
CC(C)SCCn1nc(C2CCCNC2)n(-c2ccccc2)c1=O (stereo not given)	i
CCOC(=O)C(C)Sc1nc(CC)c(C)cc1C#N (stereo not given)	i
COc1ccc(CCCN2C(=O)O[C@@H]3CN(c4ccnc(SC)n4)C[C@@H]32)cc1	i
O=C1CCCN1CCCN1CC(C(=O)N2CCN(CC3CCCC3)CC2)CCC1=O (stereo not given)	u
NC(=O)C1Cc2ccccc2CN1S(=O)(=O)c1cccs1 (stereo not given)	i
O=C(COc1ccc(Br)cc1)Nc1cccc(-c2nc3ncccc3o2)c1	i
Clc1ccc(Nc2ncnc3ccccc23)cc1	i
COc1ccc(-c2cn(-c3cccc(Br)c3)c(=O)[nH]2)cc1	i
NCCc1cnc[nH]1	u
